Bioassay records: PubChem BioAssay, several laboratories
EBV gp42 block: EBV gp42 inhibition | Q1HVG2 | Fluorescence polarization binding assay, mP read-out | actives 0.42% (n = 220,000) | inhibition, % (tested at 21.74 µM); in the data active = inhibition above about 50%
Target sequence (Q1HVG2 whole entry, looked up): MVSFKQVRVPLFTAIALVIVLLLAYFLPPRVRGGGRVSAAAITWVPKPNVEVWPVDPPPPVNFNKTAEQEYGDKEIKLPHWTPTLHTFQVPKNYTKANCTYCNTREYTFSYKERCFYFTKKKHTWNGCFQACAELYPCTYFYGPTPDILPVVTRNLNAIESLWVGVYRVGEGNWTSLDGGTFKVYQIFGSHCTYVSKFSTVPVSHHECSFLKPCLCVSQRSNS
TRPN1 ag: activates the zebrafish TRPN1 channel; HEK293 zebrafish TRPN1-YFP, Fluo-8 calcium fluorescence; 100% = response to 87 µM carbachol; activation, % at 3 µM; actives 0.18% (n = 220,000);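 active = activation above its plate's cutoff, the mean activation of test wells on that plate plus 3 SD, cut at about 19% in these data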;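 also: 0% = DMSO alone and 100% = 87 µM carbachol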
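Assay system: Zebrafish TRPN1-YFP in HEK293 cells | Incubation: Dye loading 1 h at 37 °C, then 30 min room temperature | Measured by: Kinetic Fluo-8 fluorescence, ex 470-495, em 515-575 nm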
p47phox inh: inhibitors of human p47phox binding; P14598; p47phox/p22phox peptide binding, fluorescence polarization, 2 h; inhibition, % at 24.7 µM; actives 0.53% (n = 220,000);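 active = inhibition above about 30%, limit read from the data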;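 also: 0% = p47phox with labelled peptide and 100% = labelled peptide alone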
Target sequence (P14598 whole entry, looked up): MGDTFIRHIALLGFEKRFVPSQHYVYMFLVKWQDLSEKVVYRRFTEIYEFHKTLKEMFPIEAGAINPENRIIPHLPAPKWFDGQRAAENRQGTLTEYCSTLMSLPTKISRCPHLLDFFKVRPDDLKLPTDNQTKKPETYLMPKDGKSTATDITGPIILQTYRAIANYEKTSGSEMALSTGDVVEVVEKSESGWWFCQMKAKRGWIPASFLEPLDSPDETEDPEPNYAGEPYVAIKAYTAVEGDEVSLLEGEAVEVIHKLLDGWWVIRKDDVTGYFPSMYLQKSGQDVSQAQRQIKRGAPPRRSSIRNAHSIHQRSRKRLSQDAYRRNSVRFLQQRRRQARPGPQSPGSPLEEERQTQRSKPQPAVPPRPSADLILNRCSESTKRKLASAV
CHOP inh: CHOP inhibition in unfolded protein response; inhibition, % at 10 µM; actives 3.8% (n = 220,000); CHO-K1 CHOP-promoter luciferase, tunicamycin-induced, 15-18 h;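 active = compounds that reduced the stress-induced luciferase reporter signal by more than about 70% of percent inhibition, limit read from the data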;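 also: 0% = tunicamycin plus vehicle and 100% = wells without tunicamycin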
Runt-SMMHC FRET: Runt domain-CBFb-SMMHC interaction inhibition; Q01196+Q13951; Cerulean-Runt/Venus-CBFb-SMMHC FRET ratio 530/480, 1 h; inhibition, % at 20 µM; actives 0.74% (n = 220,000); AID 1434;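 active = mean inhibition across duplicate retests at 20 µM reaching about 50%, limit read from the data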;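 also: 0% = DMSO wells and 100% = wells with excess untagged CBFb-SMMHC; inhibitors lower the FRET ratio by blocking Runt binding to CBFb-SMMHC; some results filed as inactive read as strong as hits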
TNF death inh: TNF-alpha cell death inhibition in Jurkat FADD-/- cells. AID 463075. actives 0.068% (n = 220,000). Jurkat FADD-/- TNF necroptosis rescue, ATP luminescence, 24 h; 0 = TNF only, 100 = no-TNF cells. activation (protection from cell death), % at 10 µM;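 active = activation, meaning protection from cell death, of at least 50% relative to plate controls; inactive = activation below 50%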;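 also: necroptosis triggered by 40 ng/mL TNF-alpha added together with compound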
PPC-1+TRAIL kill: kills PPC-1 cancer cells in the presence of TRAIL; PPC-1 cells + TRAIL, ATPLite viability luminescence; cell killing (% activity), % at 4 µM; actives 0.41% (n = 220,000); AID 1443;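 active = cell killing above 50% in the first pass at 4 µM, then a duplicate retest at 5 µM averaging 50% or more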;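 also: plate controls were cells with TRAIL plus DMSO for no effect and medium-only wells lacking cells for full effect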
TRPML3 ag: human mucolipin-3 channel agonism. HEK293 TRPML3-YFP, Fluo-8 calcium fluorescence; 100% = the carbachol control signal. activation, % at 3 µM. actives 0.29% (n = 220,000). AID 1448;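 active = activation above its plate's cutoff, the mean activation of the plate's test wells plus 3 SD, cut at about 12% in these data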;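 also: 0% = DMSO only wells and 100% = carbachol wells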
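Material: TRPML3-YFP stable HEK293 cells | Dosing: One concentration, 3 µM nominal, 0.3% DMSO | Timing: 125 s total fluorescence read per well | Technique: Fluo-8 calcium dye fluorescence, ex 470-495, em 515-575 nm | Measure: Percent activation from peak-to-basal fluorescence ratio, scaled between DMSO and carbachol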
MDM2 E3 inh: inhibitors of human Mdm2 E3 ubiquitin ligase; signal enhancement, % at 5 µM; cell-based MDM2 ubiquitination luciferase reporter, 2 h; 0 = plate control, 100 = twice control, blank-subtracted; actives 0.11% (n = 210,000);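 active = signal enhancement of 30% or more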;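 also: luminescence tracks abundance of the self-degrading MDM2-luciferase fusion protein; higher signal means inhibition of MDM2 E3 ligase activity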
Target sequence (Q00987 whole entry, looked up, the tested form may be a part): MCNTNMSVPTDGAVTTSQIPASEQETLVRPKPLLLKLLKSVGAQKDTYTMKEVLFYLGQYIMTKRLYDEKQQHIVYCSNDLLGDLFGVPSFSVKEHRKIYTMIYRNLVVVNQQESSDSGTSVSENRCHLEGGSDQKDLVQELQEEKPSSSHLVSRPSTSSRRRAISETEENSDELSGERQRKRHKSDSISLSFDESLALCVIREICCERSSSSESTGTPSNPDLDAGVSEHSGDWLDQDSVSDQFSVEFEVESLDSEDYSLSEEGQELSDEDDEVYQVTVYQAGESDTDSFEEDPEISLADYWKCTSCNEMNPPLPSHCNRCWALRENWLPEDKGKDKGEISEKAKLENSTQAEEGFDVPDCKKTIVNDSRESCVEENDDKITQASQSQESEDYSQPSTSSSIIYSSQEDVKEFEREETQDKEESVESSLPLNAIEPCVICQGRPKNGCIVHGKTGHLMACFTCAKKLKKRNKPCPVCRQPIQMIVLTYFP
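system = mammalian cells stably expressing self-ubiquitinating, self-degrading MDM2 E3–luciferase fusion | quantity = 2000 cells per well seeded | incubation = 4 h cell settling then 2 h compound exposure, 37 °C | signal = SteadyLite luminescence, 15 min reagent step | benchmarks = plate control and blank wells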
* marks the source's active call; other numbers are inactive results; · = no result given.

SMILES | EBV gp42 block | TRPN1 ag | p47phox inh | CHOP inh | Runt-SMMHC FRET | TNF death inh | PPC-1+TRAIL kill | TRPML3 ag | MDM2 E3 inh
COc1ccc(Cl)cc1C(=O)NNC(=O)CN1C(=O)C2CC=CCC2C1=O (centres undefined) | -1.9 | 0.0 | -0.5 | -14.2 | -0.1 | 1.9 | 24.3 | 1.5 | -10.6
Cc1ccccc1OCC(=O)Nc1ccc(NC(=O)c2ccco2)cc1 | -8.4 | 3.3 | -4.5 | -11.6 | 3.0 | 2.0 | 25.4 | 0.3 | -57.5
CSc1ccc2[nH]c(=O)cc(C)c2c1 | -9.5 | 0.7 | -12.0 | 2.3 | 3.4 | -3.6 | 4.5 | 0.9 | 4.2
CCN1C(=O)c2ccccc2Sc2ccc(C(=O)NCCN3CCOCC3)cc21 | -4.7 | -0.3 | 7.4 | -2.9 | 3.6 | 0.1 | -9.0 | 0.5 | ·
COc1cc(/C=C2\SC(=S)N(C(C(=O)O)c3ccccc3)C2=O)cc(OC)c1OC (centres undefined) | -8.8 | -1.2 | -11.9 | 5.9 | -142.0 | 0.4 | 8.6 | -0.2 | -19.1
O=C(Nc1nccs1)c1cn(-c2ccccc2)nc1-c1ccncc1 | -3.1 | 2.2 | -22.7 | -13.2 | 1.5 | -1.4 | 1.1 | 0.4 | -28.3
O=C1CS/C(=N/N=C/c2cccs2)N1 | -33.8 | -1.6 | -4.7 | 2.8 | -7.8 | -0.2 | 36.5 | 0.8 | -1.3
Cc1ccc(N2C(=O)c3ccccc3C2Nc2cccnc2)nc1 (centres undefined) | -11.4 | 1.3 | 4.0 | 6.9 | 0.9 | 1.0 | -14.6 | 0.8 | -8.8
NS(=O)(=O)c1ccc(CCNC(=O)NC23CC4CC(CC(C4)C2)C3)cc1 | -9.4 | -0.1 | -10.7 | 1.3 | 0.3 | -2.1 | 7.8 | 0.9 | -1.1
CCOC(=O)C(=O)/C(=C\N(C)C)c1onc(-c2ccccc2)c1C(=O)OC | 131.8* | -0.1 | -192.5 | 40.7 | -1.1 | -4.9 | -1.4 | 0.3 | -14.7
O=C(c1cccc([N+](=O)[O-])c1)N1CCN(Cc2ccc3c(c2)OCO3)CC1 | 2.5 | 3.1 | -8.1 | 15.7 | -5.0 | 2.0 | 3.3 | 1.2 | -12.0
COc1cc(/C=N/N=C2/NC(=O)C(Cc3ccccc3)S2)ccc1O (centres undefined) | -9.8 | -3.7 | -1.0 | 0.7 | 3.4 | -1.5 | 17.2 | -1.0 | -8.0

Only PPC-1+TRAIL kill and MDM2 E3 inh (2 entries from above):
compound,PPC-1+TRAIL kill,MDM2 E3 inh
CSc1ccc2[nH]c(=O)cc(C)c2c1,4.5,4.2
CCN1C(=O)c2ccccc2Sc2ccc(C(=O)NCCN3CCOCC3)cc21,-9.0,·

Remaining list, next part:
SMILES | EBV gp42 block | TRPN1 ag | p47phox inh | CHOP inh | Runt-SMMHC FRET | TNF death inh | PPC-1+TRAIL kill | TRPML3 ag | MDM2 E3 inh
COc1cnc(-c2ccccc2)nc1Oc1ccc(Cl)cc1C | 7.0 | -0.5 | -9.1 | 39.8 | -6.4 | -0.6 | 14.2 | -0.4 | -13.3
CCCc1nc2sc(C(=O)OCC)c(N)c2c2c1COC(C)(C)C2 | -21.6 | -0.3 | -9.6 | 81.0* | 3.7 | -0.5 | -5.5 | 0.9 | -8.9
CCc1ccccc1NC(=O)c1cc(-c2cccc(O)c2)on1 | 6.8 | -0.9 | 0.3 | 55.4 | -1.2 | 1.3 | 1.7 | 0.2 | -6.3
O=C(O)c1cc(/C=N\O)ccc1OCc1ccccc1 | -1.8 | 0.7 | -0.8 | 8.4 | 2.2 | -0.6 | 10.5 | 0.7 | -20.2
CCOc1ccc(C2NC(=O)C(C#N)=C(S)N2c2ccc(OC)cc2)cc1OC (centres undefined) | 7.3 | 0.0 | 0.1 | -27.3 | -3.0 | -0.3 | 25.3 | 1.0 | -3.8
CSc1ccc(/C=c2\s/c(=C\C(=O)C(C)(C)C)n(CC(=O)NCCC3=CCCCC3)c2=O)cc1 | -2.0 | 2.6 | -59.5 | 32.4 | -135.1 | 1.1 | 10.5 | 0.6 | -13.2
CCOC(=O)C1(CC2CCCCO2)CCN(S(=O)(=O)c2ccc(C)s2)CC1 (centres undefined) | 0.2 | -1.2 | -4.3 | 55.5 | 1.1 | -0.7 | -4.7 | 2.5 | -6.2
O=C(/C=C/c1ccc(Cl)cc1)N1CCN(c2c(Cl)cccc2[N+](=O)[O-])CC1 | 2.6 | -0.8 | 5.2 | 14.2 | 1.3 | 0.9 | 9.3 | -0.5 | -4.1
Cc1cc(NC(=O)CSc2nc3c(c(=O)n2CCc2ccccc2)SC(C)C3)no1 (centres undefined) | 2.6 | 1.1 | -2.4 | -25.4 | 1.4 | 0.6 | 32.8 | 0.7 | -7.3
O=C(COC(=O)CCC(=O)c1cccs1)NCc1ccccc1 | -15.1 | -0.1 | -2.1 | 4.0 | -0.7 | 1.0 | 6.1 | -0.2 | -8.5
COc1ccc(C2=NN3C(C2)c2ccccc2OC3c2cccs2)cc1 (centres undefined) | -27.8 | -0.3 | -33.1 | -14.9 | -0.8 | 0.8 | 12.0 | 0.6 | 8.3
CCC(C)NC(=O)C1c2ccccc2C(=O)N1Cc1cc(OC)ccc1OC (centres undefined) | -5.0 | -2.0 | -3.5 | -9.3 | 1.0 | -3.0 | -8.4 | 0.8 | -6.2
CSC1=NCCCN1C(=O)c1c(-c2ccccc2Cl)noc1C | 1.7 | 0.1 | -7.7 | 12.5 | 0.8 | 0.3 | 25.0 | 0.1 | -4.3
COC(=O)c1ccccc1NC(=O)c1cc2nc(C3CC3)cc(C(F)(F)F)n2n1 | -11.9 | 0.2 | -25.4 | 50.3 | 1.3 | 1.4 | 4.0 | 0.2 | -5.5
Cc1cc(O)c(/C=N/c2ccccn2)c(=O)o1 | 5.2 | -0.4 | 0.1 | 44.7 | -6.1 | 0.4 | -0.6 | 0.7 | -1.2
c1ccc(-c2csc(Nc3cccnc3)n2)nc1 | 2.4 | -1.4 | -20.7 | 43.5 | -3.6 | -2.6 | -9.3 | -0.2 | -35.2
CCN(CC)c1ncn(Cc2c(Cl)cccc2Cl)c2ncnc1-2 | -1.3 | -1.6 | 3.1 | -0.8 | -3.5 | -3.0 | 13.9 | -0.5 | 2.7
CC1CCCN(S(=O)(=O)c2ccccc2[N+](=O)[O-])C1 (centres undefined) | -14.2 | -0.1 | 3.1 | 10.1 | 1.7 | 0.5 | -16.8 | 1.8 | -9.8
Cn1cc(CN2C[C@H]3CC[C@H]2C3)c(-c2ccccc2F)n1 | -0.9 | 0.5 | -8.4 | 2.1 | -1.6 | 0.9 | -1.5 | -0.1 | -5.8
Cc1cc2nncn2c(Cc2ccccc2)n1 | -10.9 | 0.3 | 4.3 | -6.4 | 3.5 | 2.8 | 21.6 | 0.6 | -7.3
Cc1ccc(O)c(CNn2cnnc2)c1 | -13.2 | 1.4 | -4.0 | 5.2 | -5.3 | -3.0 | 23.9 | 0.4 | ·
Cc1cccc(Nc2nc(N)nc(CN3CCN(C)CC3)n2)c1 | -7.2 | -0.8 | -2.6 | -7.2 | -4.0 | 0.6 | 19.9 | 0.6 | -10.9
Cc1cccc(NC(=S)NCCc2ccc(S(N)(=O)=O)cc2)c1C | -1.4 | -0.8 | -18.9 | 14.8 | 0.9 | -0.8 | 7.1 | 0.4 | -6.6
COc1cc(C(=O)NNC(=S)Nc2ccc(S(N)(=O)=O)cc2)cc(OC)c1OC | -17.0 | 2.3 | -3.7 | -16.8 | 1.6 | 0.0 | 0.2 | -0.9 | -18.4

Fetched one by one from above, 2 records:
SMILES | EBV gp42 block | TRPN1 ag | p47phox inh | CHOP inh | Runt-SMMHC FRET | TNF death inh | PPC-1+TRAIL kill | TRPML3 ag | MDM2 E3 inh
c1ccc(-c2csc(Nc3cccnc3)n2)nc1 | 2.4 | -1.4 | -20.7 | 43.5 | -3.6 | -2.6 | -9.3 | -0.2 | -35.2
COc1cc(C(=O)NNC(=S)Nc2ccc(S(N)(=O)=O)cc2)cc(OC)c1OC | -17.0 | 2.3 | -3.7 | -16.8 | 1.6 | 0.0 | 0.2 | -0.9 | -18.4

(cont.)
SMILES | EBV gp42 block | TRPN1 ag | p47phox inh | CHOP inh | Runt-SMMHC FRET | TNF death inh | PPC-1+TRAIL kill | TRPML3 ag | MDM2 E3 inh
COc1cccc(/C=C/C(=O)c2ccc(NS(=O)(=O)c3ccc(C)cc3)cc2)c1 | -1.0 | 0.4 | -31.7 | 15.5 | -19.0 | 2.6 | 3.5 | 1.5 | -7.1
c1ccc2c(-c3csc(-c4ccncc4)n3)c[nH]c2c1 | 4.1 | -2.1 | -11.2 | -43.5 | · | 2.3 | · | 1.1 | -14.1
Cc1noc(C)c1COc1cccc(C(=O)OC(C)C(=O)Nc2c(C)n(C)n(-c3ccccc3)c2=O)c1 (centres undefined) | -10.4 | 1.2 | -11.8 | 8.2 | -2.7 | -1.1 | 21.3 | 0.8 | -13.2
CCOCCCNc1ncnc2c1[nH]c1ccccc12 | 2.2 | 3.5 | -20.8 | 47.5 | 0.5 | -1.3 | 18.6 | 0.6 | -11.7
NC(=O)C[C@@H]1NC(=O)CNC(=O)c2cc([N+](=O)[O-])cc(I)c2NCCC(C(N)=O)NC1=O (some centres undefined) | -10.4 | 0.6 | -7.4 | 7.0 | -8.5 | 1.0 | -3.5 | 0.3 | ·
COc1ccc(OCCNC(=O)/C=C/c2ccc([N+](=O)[O-])cc2)cc1 | 7.5 | -1.0 | -9.1 | -16.2 | 6.0 | 2.7 | 1.6 | 0.9 | 8.0
CC(=O)c1c(C)nn(C(C)CC(=O)O)c1C (centres undefined) | 7.8 | 0.0 | -2.5 | -18.7 | -11.2 | 0.7 | 10.2 | -0.8 | -5.4
Cc1cc2c(cc1S(=O)(=O)Nc1cccc(F)c1C)NC(=O)CO2 | -11.4 | 0.4 | -4.0 | 34.8 | 8.2 | -1.3 | -11.6 | 1.1 | -13.9
CCOC(=O)c1ccc(NC(=S)NN2CCOCC2)cc1 | -7.1 | 1.1 | -9.5 | 18.2 | 7.0 | 0.6 | 21.2 | 1.3 | -2.2
CN1CCN(S(=O)(=O)c2ccc3ccccc3c2)CC1 | -2.9 | 0.3 | -9.6 | 0.2 | 21.1 | -0.3 | 16.6 | 0.6 | -43.3
C/C(=N\NC(=O)c1cccc(S(=O)(=O)Nc2cccc(Cl)c2)c1)c1cccs1 | 9.7 | -1.0 | 11.5 | -3.0 | 3.2 | 1.5 | 5.3 | -0.5 | -16.3
COc1ccccc1NC(=O)N1CCCC1C(=O)Nc1ccc2c(c1)OCCO2 (centres undefined) | -4.0 | -0.5 | -5.4 | -0.5 | 2.6 | 0.3 | 11.9 | 0.6 | -9.2
CCOC(=O)c1c(C)[nH]c(C)c1C(=O)COc1ccc(NC(=O)c2ccco2)cc1 | 1.2 | -0.1 | -6.2 | 50.0 | 5.8 | 0.2 | 6.0 | -0.1 | -5.1

This is a random part of the collection. About 5.9% of those tested had a hit in this group.
